# High-throughput results deposited in PubChem BioAssay by several laboratories.
# Platelet DG rel: modulates dense granule release in human platelets; human platelet-rich plasma, SFLLRN dense granule ATP release, luminescence; inhibition, %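 (compounds screened at 7.5 µM in platelet-rich plasma)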; 300,000 compounds, 0.22% hits;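 active = mean replicate score, as percent of positive control, at or above 50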
# KLF5 inh: inhibitors of KLF5 expression | 290,000 compounds, 0.23% hits | inhibition, % at 5 µM | DLD-1 KLF5 promoter-luciferase reporter, luminescence;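 active = inhibition above a per-plate limit of that plate's mean compound inhibition plus 3 SD, cut at about 60% in these data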;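 also: 0% = DMSO wells and 100% = LY294002 at 200 µM; higher means less KLF5 promoter-driven luciferase light; inactives centre near -14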
# AI-2 QS modul: modulators of Vibrio harveyi AI-2 quorum sensing system | Vibrio harveyi JMH597 AI-2 luminescence/OD600 ratio, 9 h; active compounds read low; strain lacks LuxN and CqsS sensors; 0 = neutral-control median | activity change, % at 7.5 µM | 300,000 compounds, 0.4% hits; in the data active = activity change below about -75%, passing the limit was not always enough;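 also: luminescence divided by OD600 gain over 9 h not by final OD600 alone; inactives centre near 13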
# IEC-6 tox: IEC-6 cytotoxicity, counter-screen for KLF5 inhibitors; AID 1825; 290,000 compounds, 0.78% hits; inhibition, % at 5 µM; luminescence viability; in the data active = inhibition above about 22%;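 also: 0% = plate median of test compound wells and 100% = cytotoxic reference compound wells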
# HDAC3 inhib: inhibitors of human histone deacetylase 3 | O15379 | recombinant HDAC3, fluorogenic peptide/trypsin coupled, fluorescence | inhibition, % at 8.3 µM | 320,000 compounds, 0.15% hits | AID 2718; in the data active = inhibition above about 26%, passing the limit was not always enough
# Target sequence (O15379 whole entry, looked up): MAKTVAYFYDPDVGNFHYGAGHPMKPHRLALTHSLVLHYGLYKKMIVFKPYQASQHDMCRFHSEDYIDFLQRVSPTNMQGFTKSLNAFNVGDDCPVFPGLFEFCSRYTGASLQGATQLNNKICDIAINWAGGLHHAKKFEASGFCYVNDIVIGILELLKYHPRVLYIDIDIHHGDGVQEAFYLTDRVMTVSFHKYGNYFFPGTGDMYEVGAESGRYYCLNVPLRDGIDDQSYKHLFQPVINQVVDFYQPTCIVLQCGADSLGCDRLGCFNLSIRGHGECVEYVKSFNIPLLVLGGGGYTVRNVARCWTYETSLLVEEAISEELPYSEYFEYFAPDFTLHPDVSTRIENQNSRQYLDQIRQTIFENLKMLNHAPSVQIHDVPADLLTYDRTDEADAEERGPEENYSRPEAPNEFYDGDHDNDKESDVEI
# HSF1 inhib: HSF1 inhibition | 300,000 compounds, 0.77% hits | activity change, negative = inhibition, % at 7.5 µM (by protocol) | NIH3T3-HGL HSE-luciferase, MG132-induced, luminescence 8 h; active compounds read low | AID 2098;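 active = more than half of replicate wells show activity change below -50%, luminescence cut by over half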;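 also: luciferase reports HSF-1 transcriptional activity via heat shock element; 0% = median of DMSO wells and -100% = zero luminescence signal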
# aSyn UTR inh: MLPCN primary screen, SNCA 5' untranslated region. alpha-synuclein 5'UTR reporter, inhibitor activity. inhibition, % (tested at 7.5 µM). 300,000 compounds, 0.82% hits. AID 1813; in the data active = inhibition above about 60%;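 also: H4 neuroglioblastoma cells stably carrying SNCA 5'UTR luciferase fusion; 0% = DMSO wells and 100% = positive control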
# HIF activator: HIF pathway transcriptional activation | U2OS HRE-luciferase reporter, luminescence; normalized: DMSO 0%, desferrioxamine 100% | activation, % at 7.5 µM (by protocol) | 300,000 compounds, 0.32% hits | AID 1910;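 active = mean activation of at least 10% of the iron chelator positive control signal, with at least half of replicates also reaching 10%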
# HSP90 inh: HSP90 refolding inhibition in rabbit reticulocyte lysate | luciferase refolding luminescence, 3 h | inhibition, % at 5.6 µM | 290,000 compounds, 0.91% hits | AID 1789;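 active = inhibition above the screen-wide mean plus 3 SD, computed separately per campaign, cut at about 16% in these data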;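 also: 0% = DMSO wells and 100% = 60 µM geldanamycin wells; inhibitors lower the luminescence because luciferase stays unfolded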
# HSF1 activator: increases HSF-1 driven luciferase reporter signal. 300,000 compounds, 1.7% hits. AID 504408. activation, % at 9 µM. NIH3T3-HGL HSF-1 luciferase reporter, MG132, 8 h; 100% = twice DMSO control signal;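 active = mean replicate activation of at least 50% with a set share of replicates each reaching 50%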;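 also: 0% = median of the neutral control wells and 100% = twice that signal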
# Starred values were filed as active, the others as inactive; · = no result given.
# Start of the data: the first 6 records as a preview:
smiles	Platelet DG rel	KLF5 inh	AI-2 QS modul	IEC-6 tox	HDAC3 inhib	HSF1 inhib	aSyn UTR inh	HIF activator	HSP90 inh	HSF1 activator
COC(=O)C1CCCN1C(C(=O)NC1CCCCC1)c1ccc(Cl)cc1 (centres undefined)	-15	-16	-2	-4	0	-1	5	-0.1	2	2
COc1ccc(NC(=O)NCCN2C(=O)C3C4C=CC(C4)C3C2=O)cc1 (centres undefined)	2	-28	22	-1	1	16	-53	2.0	-2	23
CCCCOc1cccc(-c2nnc(NC(=O)CSc3ccc(C)cc3)s2)c1	11	-14	12	-8	·	-4	13	-0.8	0	1
O=C(N[C@@H](Cc1c[nH]c2ccccc12)C(=O)NC1CC1)c1ccccc1Cl	-8	-81	16	4	-5	12	-160	2.7	-4	47
C=C(C)COc1ccc(-c2[nH]ncc2-c2ccc(OC)cc2)c(O)c1	-7	3	48	-1	·	-18	7	0.4	-3	-21
COc1ccc(/C=N/Nc2nc(-c3cccnc3)nc3ccccc23)c(OC)c1	39	-2	3	2	1	-8	5	-0.5	5	2

# The listing, previewed entries included:
smiles	Platelet DG rel	KLF5 inh	AI-2 QS modul	IEC-6 tox	HDAC3 inhib	HSF1 inhib	aSyn UTR inh	HIF activator	HSP90 inh	HSF1 activator
COC(=O)C1CCCN1C(C(=O)NC1CCCCC1)c1ccc(Cl)cc1 (centres undefined)	-15	-16	-2	-4	0	-1	5	-0.1	2	2
COc1ccc(NC(=O)NCCN2C(=O)C3C4C=CC(C4)C3C2=O)cc1 (centres undefined)	2	-28	22	-1	1	16	-53	2.0	-2	23
CCCCOc1cccc(-c2nnc(NC(=O)CSc3ccc(C)cc3)s2)c1	11	-14	12	-8	·	-4	13	-0.8	0	1
O=C(N[C@@H](Cc1c[nH]c2ccccc12)C(=O)NC1CC1)c1ccccc1Cl	-8	-81	16	4	-5	12	-160	2.7	-4	47
C=C(C)COc1ccc(-c2[nH]ncc2-c2ccc(OC)cc2)c(O)c1	-7	3	48	-1	·	-18	7	0.4	-3	-21
COc1ccc(/C=N/Nc2nc(-c3cccnc3)nc3ccccc23)c(OC)c1	39	-2	3	2	1	-8	5	-0.5	5	2
Cc1noc(C)c1COC(=O)CCC(=O)c1ccc(F)cc1	4	-2	1	-4	5	3	-5	0.2	0	-18
COc1ccc(C(=O)NC2CCCN(Cc3ccccc3F)C2)c(OC)c1OC (centres undefined)	12	-18	11	0	-5	8	15	0.6	0	10
CSc1ccccc1NC(=O)C1=CC(c2ccc(C)cc2)=NS(=O)(=O)N1C	-6	-21	11	12	19	-56*	-2	0.0	-3	-65
COC(=O)Cc1c(C)nc2nc(-c3ccc(Cl)cc3)[nH]n2c1=O	3	-13	15	-2	-10	5	0	0.3	1	8
COc1ccc(S(=O)(=O)N2CCCCCC2)cc1C(=O)NCCOc1ccc(C)cc1	27	·	15	·	1	10	10	-0.9	·	11
Cc1c(OCc2nn[nH]n2)ccc2c3c(c(=O)oc12)CCCC3	0	1	25	0	-22	-7	6	-0.5	-4	-3
CC(OC(=O)C1CCN(S(=O)(=O)c2ccccc2C(F)(F)F)CC1)C(=O)N(C)Cc1ccccc1 (centres undefined)	2	-3	32	4	6	-11	1	-0.3	1	-11
O=C(NN=C1CCCC1)c1[nH]c2ccc(Cl)cc2c1-c1ccccc1	·	1	20	2	17	·	·	·	0	·
CSc1ccc(C(=S)N2CCCCCC2)cc1	-1	-23	-4	4	0	0	-10	0.0	6	-10
CCCc1cc(C(=O)Nc2ccc(CC)cc2)no1	-56	-116	15	1	1	8	-169	1.3	2	34
COc1ccc(C(=O)CSc2nnc(C3CC3)n2N)cc1	8	-15	-8	1	-1	-6	23	-0.2	3	8
O=C(NCc1ccccc1Cl)C(=O)NCC1OCCN1S(=O)(=O)c1ccc(F)cc1 (centres undefined)	-3	-9	14	4	7	-1	-12	-0.2	1	10
Cc1cc(C)nc(SCc2cc(=O)c(OC(=O)c3cc([N+](=O)[O-])ccc3Cl)co2)n1	1	-24	13	-5	2	-4	-13	-0.7	0	-11
Cc1[nH]c2ccccc2c1/C=C(\C#N)S(=O)(=O)c1ccccc1	14	-8	13	3	-7	-8	-15	0.0	-1	0
Cc1ccccc1NC(=O)CS(=O)(=O)c1cn(CC(=O)N2CCOCC2)c2ccccc12	6	-31	7	1	·	3	16	-0.4	1	2
CCN(CC)C1CCN(C(=O)c2cc(COc3ccc(-n4cncn4)cc3)on2)C1 (centres undefined)	-4	-10	13	4	·	2	-20	-0.2	-1	5
O=C(NCCn1cccn1)C1CCC(=O)N(CCc2cccc(F)c2)C1 (centres undefined)	-1	0	19	1	-3	18	-19	0.4	-5	51*
COc1cc(/C=C2\CCCc3c2nc2ccccc2c3C(=O)O)cc([N+](=O)[O-])c1O	-7	-1	14	-3	9	-9	8	-0.4	0	-1
CCN(CC)CCN(C(=O)CCS(=O)(=O)c1ccccc1)c1nc2cc(OC)c(OC)cc2s1	1	-24	4	1	-1	1	-9	-0.6	6	8
Cc1cccc(NS(=O)(=O)c2cccc(C(=O)N3CCN(c4ccccn4)CC3)c2)c1	12	-21	26	-5	2	9	-2	-0.6	-4	10
CCOC(=O)N1CCN(CC(=O)N2c3ccccc3CC2C)CC1 (centres undefined)	-12	-28	15	0	4	2	10	0.0	2	11
Cc1cccc(C)c1NC(=O)CN1C(=O)N(C)Cc2ccccc21	-5	-10	21	-5	1	-4	2	-0.6	-1	2
O=C(Nc1ccc(C2CCCCC2)cc1)C1CCCN(c2ncccn2)C1 (centres undefined)	-3	·	45	·	23	0	-30	0.8	·	13
CS(=O)(=O)c1ccccc1-c1nnc(NC(=O)C2=COCCO2)o1	-13	·	18	·	·	-9	1	-0.3	·	-8
COc1ccc(NC(=O)CSc2nnnn2C)cc1	10	-46	22	0	-1	-4	-23	1.3	0	-4
CN(Cc1nc2c(s1)CCCC2)C(=O)CCc1nnc(-c2ccc3c(c2)OCO3)o1	-4	-5	8	-1	-6	4	3	-0.7	3	5
O=C1NC(=S)S/C1=C\c1coc2ccc(O)cc2c1=O	-15	-1	8	6	2	-6	-3	-0.1	2	13
CCn1nc(NS(=O)(=O)c2ccc(NC(C)=O)cc2)c2cc3ccc(C)cc3nc21	-3	-26	-3	-3	2	-1	18	0.0	0	3
CCN1CCN(c2ccc(S(=O)(=O)N3CCCCC3)cc2NC(=O)COc2ccccc2)CC1	3	·	25	·	·	-1	18	0.0	·	9
Brc1ccc(C2=Nn3c(Cn4nnc5ccccc54)nnc3SC2)cc1	-5	12	-4	-4	2	4	17	0.0	0	6
CCN(CC)C(=O)C1CCCN(C(=O)CCn2nnnc2CN2CCOCC2)C1 (centres undefined)	0	-15	37	-2	-4	-9	4	-0.5	-3	-17
O=C(O)CCC(=O)NNC(=O)c1cccs1	9	-8	-10	1	2	-6	4	-0.5	-1	-7
O=C(c1cc2ccccc2oc1=O)N(Cc1ccco1)CC1CCCO1 (centres undefined)	6	-21	19	-3	-1	-3	-6	-0.9	4	35
Cc1cc(C)n(-c2nc(NCc3cccnc3)c3c4c(sc3n2)COC(C)(C)C4)n1	·	-50	20	0	-33	·	·	·	5	·
O=C(CCc1c[nH]c2ccccc12)OCc1cccc([N+](=O)[O-])c1	1	-3	-1	8	-1	-8	0	-0.3	1	-25
CCOc1cc(/C=C/c2ccc3cccc([N+](=O)[O-])c3n2)ccc1O	19	-5	45	-5	4	-5	14	-0.5	1	4
O=C(Nc1ccccc1N1CCOCC1)c1ccc([N+](=O)[O-])o1	2	-10	13	9	-1	-2	-45	-1.0	11	-8
Cc1ccc(C(=O)NCCN2C3=NC[C@H](C(C)C)N3C[C@H]2Cc2ccc(O)cc2)cc1Br	7	-12	20	3	0	-3	-2	-0.1	1	-26
Cc1[nH]nc(-c2ccc(OCc3cnn(-c4ccccc4)c3)cc2O)c1Oc1ccc(Cl)cc1	1	-38	12	2	1	2	9	-0.2	0	14
CCC(NC(=O)c1ccccc1NC(=O)c1ccc(OC)cc1)C(=O)N1CCCC1 (centres undefined)	9	-52	1	-6	3	22	-69	0.9	-2	7
COc1ccc(S(=O)(=O)NC(C)C(=O)NCC2CCCO2)cc1OC (centres undefined)	-6	-4	-5	2	3	-1	-3	-0.2	3	-1
Cc1cc(/C(N)=N/OC(=O)c2cccc(Cl)c2)no1	8	-85	18	-8	0	20	-193	2.3	-4	28
CC(C)(C)c1cc(C(=O)NCCN2CCCC2)cc(C(C)(C)C)c1	-1	8	31	-1	6	5	-82	0.4	2	29
COc1ccc(-n2c(=O)[nH]c3c(C(N)=O)nc(C4CCCCC4)nc32)cc1	1	15	-10	2	-3	-1	26	-0.3	1	-9

# Some entries already given, showing only HSF1 inhib.
smiles | HSF1 inhib
CCC(NC(=O)c1ccccc1NC(=O)c1ccc(OC)cc1)C(=O)N1CCCC1 (centres undefined) | 22
COc1ccc(S(=O)(=O)NC(C)C(=O)NCC2CCCO2)cc1OC (centres undefined) | -1
Cc1cc(/C(N)=N/OC(=O)c2cccc(Cl)c2)no1 | 20
CC(C)(C)c1cc(C(=O)NCCN2CCCC2)cc(C(C)(C)C)c1 | 5

# (cont.)
smiles	Platelet DG rel	KLF5 inh	AI-2 QS modul	IEC-6 tox	HDAC3 inhib	HSF1 inhib	aSyn UTR inh	HIF activator	HSP90 inh	HSF1 activator
CC[C@@]12C(=O)N(c3cccc(C)c3)C(=O)N1[C@H](c1ccc(Br)cc1)[C@@H]1C(=O)N(C(C)(C)C)C(=O)[C@@H]12	5	-15	32	-8	8	7	17	-0.4	1	7
COCCNC(=O)c1cccc(OC2CCN(Cc3ccc(C(=O)OC)cc3)CC2)c1	12	-6	5	-2	-1	5	6	-0.8	-3	-2
COc1ccc(S(=O)(=O)N2CCCOC2CNC(=O)C(=O)NCc2ccco2)cc1 (centres undefined)	2	-12	9	4	7	-8	16	-0.2	1	11
Cc1cc(C(=O)NC(C)c2ccccc2)c2cc(F)ccc2n1 (centres undefined)	0	-10	28	-2	5	5	-5	-0.5	-3	1
CC(NC(=O)Nc1ccc(Cl)cc1)C(c1cccs1)N1CCOCC1 (centres undefined)	3	-25	13	3	-3	-3	1	-0.4	-1	7
O=C(CCSc1ccccc1)Nc1ccc(OCc2ccccc2)cc1	6	11	9	3	7	-4	-46	-0.3	0	10
CCOc1ccc(-n2c(SCC(=O)Nc3nccs3)nnc2-c2ccoc2C)cc1	3	-12	7	-6	8	-5	-1	0.0	0	-23
